STEP block: blocks human striatal-enriched tyrosine phosphatase; P54829; recombinant STEP, OMFP fluorogenic substrate, fluorescence; inhibition, % at 20 µM; 360,000 tested, 0.25% active; AID 588621;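 active means inhibition at 20 µM, scaled per plate between control wells, above about 37%, limit read from the data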;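 further: 0% = DMSO with enzyme and substrate and 100% = substrate only without enzyme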
Target sequence (P54829 whole entry, looked up): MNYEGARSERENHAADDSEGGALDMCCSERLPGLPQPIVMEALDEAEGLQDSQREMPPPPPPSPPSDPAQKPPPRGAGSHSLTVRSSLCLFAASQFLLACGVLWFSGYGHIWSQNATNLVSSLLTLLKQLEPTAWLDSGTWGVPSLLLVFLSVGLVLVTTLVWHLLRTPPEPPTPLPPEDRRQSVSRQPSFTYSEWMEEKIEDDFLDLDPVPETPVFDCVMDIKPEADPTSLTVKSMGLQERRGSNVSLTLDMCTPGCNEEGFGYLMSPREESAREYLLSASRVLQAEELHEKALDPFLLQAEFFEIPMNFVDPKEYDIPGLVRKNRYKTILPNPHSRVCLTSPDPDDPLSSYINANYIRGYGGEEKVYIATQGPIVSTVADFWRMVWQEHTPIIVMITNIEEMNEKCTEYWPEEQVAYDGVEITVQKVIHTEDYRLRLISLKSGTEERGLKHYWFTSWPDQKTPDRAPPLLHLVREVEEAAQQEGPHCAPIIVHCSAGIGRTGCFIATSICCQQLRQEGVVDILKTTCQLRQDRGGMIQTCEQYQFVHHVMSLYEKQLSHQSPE
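Measure: Control-normalized % inhibition with plate pattern correction | Test system: STEP phosphatase, cell-free reaction | Medium: pH 6.0 Bis-Tris with DTT and Tween 20 | Technique: Fluorescence, 480/540 nm | Times: Reaction 20 min, ambient temperature | Doses: Single compound dose of 20 µM, 1% DMSO final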
NadD inh: NadD (S. aureus) enzyme inhibition | inhibition, % at 20 µM | purified NadD enzyme, colorimetric absorbance read-out | AID 602399 | 360,000 tested, 0.78% active; in the data active means inhibition above about 26%; further: some compounds past the cut are filed as inactive
LMPTP block: blocks human LMPTP phosphatase; P24666; recombinant LMPTP-A, OMFP fluorogenic substrate, fluorescence intensity; inhibition, % at 20 µM; 360,000 tested, 0.22% active;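 active means compounds that cut the enzyme signal by at least half of the control window in the single-dose screen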;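 further: plate controls were DMSO wells with enzyme plus substrate for no effect and substrate without enzyme for full effect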
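Assay system: LMPTP-A phosphatase enzyme | Input: 0.625 nM enzyme | Also added: Fluorogenic phosphatase substrate OMFP at 400 µM final | Compound dosing: One test concentration per compound, 20 µM, with 3% DMSO overall | Schedule: 50 min enzyme reaction at room temperature, protected from light | Signal: Fluorescence intensity | Benchmarks: no-enzyme and uninhibited controls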
DNMT1 block: blocks human DNA methyltransferase DNMT1; DNMT1 molecular beacon, Hinp1I cleavage, fluorescence; inhibition (reported as % activation of signal), % at 10 µM; 360,000 tested, 0.83% active; AID 588458; in the data active means inhibition above about 50%
MsrA inhibitor: inhibitors of bovine MsrA; purified bovine MsrA, absorbance read-out; inhibition, % at 15.5 µM; 360,000 tested, 0.75% active; in the data active means inhibition above about 4.5%;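 further: 0% = vehicle wells with enzyme and 100% = reference inhibitor wells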
Rpn11 block: inhibitors of human proteasome Rpn11; O00487; human 26S proteasome, Ub4-pepOG fluorescence polarization; 20S core pre-blocked with epoxomicin; calls only at 20 µM; 360,000 tested, 0.59% active; AID 588493;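 active means inhibition at 20 µM, scaled to each plate's controls, above about 33%, limit read from the data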
Scp-1 inhibitor: Scp-1 (human) phosphatase inhibition. Q9GZU7. Recombinant Scp1, phosphopeptide, malachite green phosphate absorbance. inhibition, % at 20 µM. 340,000 tested, 0.88% active. AID 493091;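 active means inhibition above about 50% at 20 µM, limit read from the data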;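 further: plate controls were DMSO wells with enzyme for no effect and wells lacking enzyme for full effect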
Target sequence (Q9GZU7 76-261 limits assumed): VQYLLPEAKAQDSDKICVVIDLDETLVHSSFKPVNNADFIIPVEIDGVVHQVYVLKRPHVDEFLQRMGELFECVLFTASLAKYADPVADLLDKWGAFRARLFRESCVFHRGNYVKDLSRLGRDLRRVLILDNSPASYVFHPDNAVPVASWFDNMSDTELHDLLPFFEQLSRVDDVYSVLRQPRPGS
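Incubation: 45 min enzyme reaction at room temperature / System: truncated SCP-1 phosphatase (76-261aa) / Reagent: Phospho 17-mer peptide substrate / Buffer or medium: Acidic Tris acetate buffer with magnesium and detergent / Signal: absorbance at 630 nm / Doses: one concentration, 20 µM, with 1.0% DMSO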
CSN inh: blocks human CSN-mediated cullin deneddylation. Q92905. Purified CSN, SCF-Nedd8-OG deneddylation, fluorescence polarization. inhibition, % at 12.5 µM. 360,000 tested, 0.38% active. AID 651999;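 active means pattern-corrected inhibition above about 35%, with an unprinted fluorescence ratio check between 0.5 and 1.5, limit read from the data, passing the limit was not always enough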;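 further: 0% = enzyme with substrate and 100% = substrate without enzyme; some results filed as inactive read as strong as hits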
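Detection – fluorescence polarization · System – HEK293T-derived human Csn5 enzyme · Controls – substrate-only high control, full reaction low control · Timing – 90 min, room temperature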
TbMetRS inhib: Trypanosoma brucei MetRS inhibition; purified T. brucei MetRS, ATP depletion, Kinase-Glo luminescence; AID 624268; 360,000 tested, 0.4% active; inhibition, % at 11.9 µM;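 active means inhibition above a per-plate cutoff of the control wells' mean inhibition plus 3 SD, cut at about 5.5% in these data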;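 further: 0% = DMSO wells median and 100% = median of wells with control inhibitor compound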
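Test system – parasite MetRS enzyme · Reagent – substrates ATP, L-methionine and bulk Escherichia coli tRNA · Doses – 11.9 µM compound single dose, 0.9% DMSO · Times – 15 min enzyme-compound preincubation, 2 h reaction, 10 min detection, 25 °C · Signal – Kinase-Glo luminescence, ATP depletion format · Controls – DMSO-only wells as low control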
SUMO1 PPI mod: SUMO1-SIM interaction modulation; inhibition, % at 20 µM; 360,000 tested, 0.33% active; SUMO1 binding to a labelled peptide, TR-FRET, 1 h; in the data active means inhibition above about 37%
Target sequence (P63165 whole entry, looked up): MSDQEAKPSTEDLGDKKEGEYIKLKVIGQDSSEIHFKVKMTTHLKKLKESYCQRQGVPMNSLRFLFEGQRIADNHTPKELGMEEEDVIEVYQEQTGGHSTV
* hit, by the source's call; i = inactive.

entry	canonical_smiles	SUMO1 PPI mod	MsrA inhibitor	TbMetRS inhib	DNMT1 block	STEP block
1	COc1ccc2c(c1)CCCC21NC(=O)N(CC(=O)c2cc(F)ccc2F)C1=O (centres undefined)	4	0.0	-0.2	-2	0
2	CC1Cc2ccccc2N1C(=O)CN(C)CC(=O)Nc1cccc(F)c1 (centres undefined)	-4	0.3	-0.4	-1	-2
3	COc1cc(/C=C/C(=O)OCC(=O)NC(=O)NC(C)(C)C)cc(OC)c1OC	-10	-0.8	0.4	2	-3
4	Cc1cc(OCCCCOc2ccc(S(N)(=O)=O)c(C)c2)ccc1S(N)(=O)=O	-1	-0.5	-1.2	-7	-3
5	N#C/C(=C\c1cccnc1)C(=O)Nc1ccc(Cl)cc1	2	-0.4	0.4	-4	0
6	C=CCn1c(O)c(N=NC(=S)Nc2cccc(C)c2)c2ccccc21	-12	2.3	-0.7	-3	4
7	Cc1nc(-c2nc(-c3c(C(=O)NNC(=O)Nc4cccc(Cl)c4)noc3C)cs2)cs1	-5	0.4	0.5	-3	-2
8	Cc1csc(NC(=O)CSc2nnc(-c3ccoc3C)o2)n1	4	1.4	-0.1	1	0

entry	LMPTP block	CSN inh	NadD inh	Scp-1 inhibitor	Rpn11 block
1	-0.3	0	-1	-11	i
2	-0.2	-3	0	-10	i
3	0.3	-2	-9	-11	i
4	0.1	-2	-11	-4	i
5	0.9	5	4	-2	i
6	2.8	-1	-2	-17	i
7	1.6	5	12	-7	i
8	-0.6	2	5	-2	i

A draw from above in order of formula weight, rising:
entry	canonical_smiles	SUMO1 PPI mod	MsrA inhibitor	TbMetRS inhib	DNMT1 block	STEP block
5	N#C/C(=C\c1cccnc1)C(=O)Nc1ccc(Cl)cc1	2	-0.4	0.4	-4	0
3	COc1cc(/C=C/C(=O)OCC(=O)NC(=O)NC(C)(C)C)cc(OC)c1OC	-10	-0.8	0.4	2	-3
1	COc1ccc2c(c1)CCCC21NC(=O)N(CC(=O)c2cc(F)ccc2F)C1=O (centres undefined)	4	0.0	-0.2	-2	0

entry	LMPTP block	CSN inh	NadD inh	Scp-1 inhibitor	Rpn11 block
5	0.9	5	4	-2	i
3	0.3	-2	-9	-11	i
1	-0.3	0	-1	-11	i

Next part.
entry	canonical_smiles	SUMO1 PPI mod	MsrA inhibitor	TbMetRS inhib	DNMT1 block	STEP block
9	CCn1cc(CN2CCN(Cc3ccsc3)C(CCO)C2)cn1 (centres undefined)	0	0.2	-0.8	-3	-4
10	COc1ccccc1NS(=O)(=O)c1cccc(C(=O)NNC(=O)C(C)NC(=O)c2ccco2)c1 (centres undefined)	4	-0.3	0.1	3	-3
11	Cc1cc(/C=C2/C(=N)N3C(=NC2=O)SN=C3S(C)(=O)=O)c(C)n1-c1ccccc1	-8	0.8	-0.6	-3	-2
12	CCOC(=O)c1cccc(N2C(=O)Nc3ccccc3N2O)c1	-1	-0.9	-1.9	5	0
13	Cc1ccc(NC(=O)COc2ccccc2C#N)cc1S(=O)(=O)N1CCCCCC1	3	-0.6	0.3	0	1
14	Cc1ccc(S(=O)(=O)NNC(=O)c2ccc(F)cc2)cc1	4	0.6	0.3	-5	-1
15	NS(=O)(=O)c1cccc(NC(=O)COC(=O)c2ccccc2SCC(=O)N2CCCC2)c1	-1	-0.8	-0.2	-2	-1
16	CCOC(=O)c1cc(OC(=O)c2ccccc2OC)n(-c2ccccc2)n1	-2	1.7	-0.2	2	-2

entry	LMPTP block	CSN inh	NadD inh	Scp-1 inhibitor	Rpn11 block
9	-0.6	-3	-1	-9	i
10	-1.2	-4	2	-8	i
11	-2.6	4	18	-3	i
12	-1.4	-1	0	-2	i
13	1.7	-1	-14	-10	i
14	-2.9	1	-1	-4	i
15	2.7	-1	2	4	i
16	-0.7	10	5	5	i

Two records picked at random from those above, as already listed:
entry	canonical_smiles	SUMO1 PPI mod	MsrA inhibitor	TbMetRS inhib	DNMT1 block	STEP block
12	CCOC(=O)c1cccc(N2C(=O)Nc3ccccc3N2O)c1	-1	-0.9	-1.9	5	0
10	COc1ccccc1NS(=O)(=O)c1cccc(C(=O)NNC(=O)C(C)NC(=O)c2ccco2)c1 (centres undefined)	4	-0.3	0.1	3	-3

entry	LMPTP block	CSN inh	NadD inh	Scp-1 inhibitor	Rpn11 block
12	-1.4	-1	0	-2	i
10	-1.2	-4	2	-8	i

Going on with the list:
entry	canonical_smiles	SUMO1 PPI mod	MsrA inhibitor	TbMetRS inhib	DNMT1 block	STEP block
17	O=C(Cn1cnc2c(nnn2Cc2ccc(Cl)cc2)c1=O)N1CCCc2ccccc21	1	0.9	-0.7	1	3
18	Cc1c(C(=O)NC(=S)Nc2ccc(NC(=O)c3cccs3)cc2)oc2ccccc12	4	0.5	-0.1	13	1
19	CN(Cc1cccc(C(F)(F)F)c1)C(=O)C1CCC(=O)N(CC2CCCCC2)C1 (centres undefined)	-7	0.2	-0.5	3	-1
20	Cc1cc(C)nc(SCC(=O)c2ccc(O)cc2O)n1	1	2.4	0.2	0	1
21	Cc1cccc(C(=O)NNC(=O)c2ccc(F)cc2)c1	0	1.4	-0.5	-3	-1
22	CC1Cc2ccccc2N1S(=O)(=O)c1cccc(C(=O)NCc2ccco2)c1 (centres undefined)	1	-0.4	-0.2	-3	0
23	CCN(CC)CCCNC(=O)c1ccc(CS(=O)(=O)c2ccccc2OC)o1	-2	-1.0	-0.7	-3	-1
24	COc1ccc(S(=O)(=O)N2CCCCC2)cc1	2	-0.7	-1.5	2	-3

entry	LMPTP block	CSN inh	NadD inh	Scp-1 inhibitor	Rpn11 block
17	0.1	3	2	-5	i
18	1.2	-2	16	37	i
19	2.0	-3	7	0	i
20	-1.2	-2	0	-19	i
21	-0.6	4	2	-4	i
22	0.5	8	-1	-10	i
23	-3.3	2	-9	-7	i
24	-0.5	-3	-4	5	i

Other records:
entry	canonical_smiles	SUMO1 PPI mod	MsrA inhibitor	TbMetRS inhib	DNMT1 block	STEP block
25	O=C(Oc1ccc2ccc(=O)oc2c1)N1CCOCC1	-4	-0.5	-0.9	0	-3
26	C(=N\N(c1ccccc1)c1ccccc1)/c1ccccn1	-4	1.4	-0.3	-4	1
27	O=C(CN1CCN(c2ccccc2O)CC1)NC(=O)NC1CCCC1	5	1.0	-0.8	0	-3
28	CCCCCc1cc(=O)oc2c(C(CCN3CCCC3)c3ccc(N(C)C)cc3)c(OC)cc(OC)c12 (centres undefined)	-31	0.6	-0.2	8	-1
29	COc1cc(C(=O)NCCCOC(C)C)ccc1OC1CCN(C(C)=O)CC1	9	-0.1	-0.4	6	1
30	COc1ccc(NC(=O)CC2(CC(=O)N3CCOCC3)CCCC2)cc1Cl	-1	-1.0	-0.2	3	1
31	O=C(NCc1cccs1)c1cccn2c(=O)c3sccc3nc12	-22	-0.1	-0.5	20	6
32	Cc1ccc(-c2cc(-c3ccccc3)c(C#N)c(N)n2)o1	-2	1.3	0.3	-18	-1

entry	LMPTP block	CSN inh	NadD inh	Scp-1 inhibitor	Rpn11 block
25	-1.4	-2	-4	6	i
26	1.7	-5	2	28	i
27	0.3	2	0	6	i
28	2.7	0	11	-2	i
29	-0.2	3	5	-5	i
30	-1.3	-3	-2	-3	i
31	0.7	-5	-2	-16	i
32	0.5	4	41*	-4	i

New compounds follow:
entry	canonical_smiles	SUMO1 PPI mod	MsrA inhibitor	TbMetRS inhib	DNMT1 block	STEP block
33	CCC(C)N1C(=O)N(C)C2NC(=O)NC21 (centres undefined)	-3	-1.0	-0.4	7	-3
34	COc1ccc(NS(=O)(=O)c2cc(OC)ccc2OC)cc1	-1	0.1	-0.5	-1	-2
35	CCOC(=O)C1(CCCc2ccccc2)CCN(Cc2cnn(C)c2)CC1	1	-0.8	0.5	-1	0
36	COc1ccc(NC(=O)Cn2ccc(C(F)(F)F)n2)cc1S(=O)(=O)N1CCOCC1	2	0.0	-0.1	0	-2
37	CCOC(=O)C1(Cc2cccc(OC)c2)CCN(C(C)COC)CC1 (centres undefined)	-1	0.4	-0.1	2	0
38	NC(=O)c1oc2ccccc2c1NC(=O)c1ccc(F)cc1	-5	-0.9	-0.6	-6	0
39	COc1ccccc1Nc1nc(Cl)nc(NC(C)(C)C)n1	2	3.1	-0.8	2	-3
40	Cc1ccc(C)[n+](CC(=O)c2ccc(-c3ccccc3)cc2)c1	-10	0.2	-4.4	4	-2

entry	LMPTP block	CSN inh	NadD inh	Scp-1 inhibitor	Rpn11 block
33	-0.8	2	-2	-4	i
34	-0.6	6	-3	-7	i
35	-0.6	-7	-2	-4	i
36	-1.6	-2	1	-7	i
37	-1.5	-1	-2	-2	i
38	-0.1	-5	-9	-7	i
39	0.4	-6	-6	-2	i
40	1.0	-3	8	9	i

High-throughput results deposited in PubChem BioAssay by several laboratories.
